Bioassay records: PubChem, several laboratories
IEC-6 cytotox: IEC-6 cytotoxicity, counter-screen for KLF5 inhibitors. inhibition, % at 5 µM. luminescence viability. 0.78% of 290,000 active; in the data active = inhibition above about 22%;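 also: 0% = plate median of test compound wells and 100% = cytotoxic reference compound wells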
HSP90 inh: blocks HSP90-mediated luciferase refolding in reticulocyte lysate; Rabbit reticulocyte lysate, luciferase refolding luminescence, 3 h; inhibition, % at 5.6 µM; 0.91% of 290,000 active;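 active = inhibition above the screen-wide mean plus 3 SD, computed separately per campaign, cut at about 16% in these data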;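 also: 0% = DMSO wells and 100% = 60 µM geldanamycin wells; inhibitors lower the luminescence because luciferase stays unfolded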
HIF act: HIF pathway transcriptional activation; U2OS HRE-luciferase reporter, luminescence; normalized: DMSO 0%, desferrioxamine 100%; activation, % at 7.5 µM (by protocol); 0.32% of 300,000 active;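 active = mean activation of at least 10% of the iron chelator positive control signal, with at least half of replicates also reaching 10%; inconclusive = mean and replicate majority disagree about reaching 10%; inactive = mean and most replicates under 10%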
AI-2 QS mod: Vibrio harveyi AI-2 quorum sensing modulation | Vibrio harveyi JMH597 AI-2 luminescence/OD600 ratio, 9 h; stronger effect = lower value; strain lacks LuxN and CqsS sensors; 0 = neutral-control median | activity change, % at 7.5 µM | 0.4% of 300,000 active; in the data active = activity change below about -75%, passing the limit was not always enough; inconclusive = no clear call, values can overlap the other calls;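 also: luminescence divided by OD600 gain over 9 h not by final OD600 alone; inactives centre near 13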
HSF1 inh: HSF1 inhibition | activity change, negative = inhibition, % at 7.5 µM (by protocol) | 0.77% of 300,000 active | AID 2098 | NIH3T3-HGL HSE-luciferase, MG132-induced, luminescence 8 h; stronger effect = lower value;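 active = more than half of replicate wells show activity change below -50%, luminescence cut by over half; inconclusive = some wells, but at most half, below -50%; inactive = no replicate well below -50%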;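 also: luciferase reports HSF-1 transcriptional activity via heat shock element; 0% = median of DMSO wells and -100% = zero luminescence signal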
aSyn UTR inh: MLPCN primary screen, SNCA 5' untranslated region; AID 1813; inhibition, % (tested at 7.5 µM); alpha-synuclein 5'UTR reporter, inhibitor activity; 0.82% of 300,000 active; in the data active = inhibition above about 60%; inconclusive = no clear call, values can overlap the other calls;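 also: H4 neuroglioblastoma cells stably carrying SNCA 5'UTR luciferase fusion; 0% = DMSO wells and 100% = positive control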
KLF5 inh: kruppel-like factor 5 inhibition | DLD-1 KLF5 promoter-luciferase reporter, luminescence | inhibition, % at 5 µM | 0.23% of 290,000 active | AID 1700;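 active = inhibition above a per-plate limit of that plate's mean compound inhibition plus 3 SD, cut at about 60% in these data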;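 also: 0% = DMSO wells and 100% = LY294002 at 200 µM; higher means less KLF5 promoter-driven luciferase light; inactives centre near -14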
GSK3A inh: inhibitors of human GSK-3 alpha kinase. ADP-Glo luminescence, 60 min. AID 2650. P49840. inhibition, % at 10 µM. 0.1% of 320,000 active;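 in the data active = inhibition above about 50%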;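 also: GST-tagged GSK-3 alpha with peptide substrate and 25 µM ATP; 0% = DMSO neutral wells and 100% = GW8510 positive control wells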
Target sequence (P49840 whole entry, looked up): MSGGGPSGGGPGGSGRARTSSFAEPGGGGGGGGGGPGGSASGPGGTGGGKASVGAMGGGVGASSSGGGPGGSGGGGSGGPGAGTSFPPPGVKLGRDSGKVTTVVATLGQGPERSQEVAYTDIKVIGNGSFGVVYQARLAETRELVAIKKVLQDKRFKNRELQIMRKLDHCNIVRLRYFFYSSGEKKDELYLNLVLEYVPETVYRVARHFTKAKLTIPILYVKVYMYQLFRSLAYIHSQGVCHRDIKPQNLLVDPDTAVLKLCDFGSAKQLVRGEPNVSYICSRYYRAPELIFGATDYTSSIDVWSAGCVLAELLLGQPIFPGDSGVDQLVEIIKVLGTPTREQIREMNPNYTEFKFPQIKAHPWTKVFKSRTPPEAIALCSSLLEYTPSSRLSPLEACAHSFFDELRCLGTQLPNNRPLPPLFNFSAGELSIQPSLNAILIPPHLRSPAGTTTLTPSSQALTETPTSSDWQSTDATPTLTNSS
GSK3B inh: inhibitors of human GSK3beta kinase. P49841. GST-GSK3beta kinase, ADP-Glo luminescence, 60 min; stronger effect = lower value. activity score (negative = inhibition), % at 10 µM. 0.038% of 300,000 active;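 active = more than half of replicate wells score below -50%, meaning over 50% inhibition versus plate controls; inconclusive = some replicates but at most half score below -50%; inactive = no replicate scores below -50%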;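 also: 0% = median DMSO wells and -100% = median GW8510 positive control wells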
Target sequence (P49841 whole entry, looked up): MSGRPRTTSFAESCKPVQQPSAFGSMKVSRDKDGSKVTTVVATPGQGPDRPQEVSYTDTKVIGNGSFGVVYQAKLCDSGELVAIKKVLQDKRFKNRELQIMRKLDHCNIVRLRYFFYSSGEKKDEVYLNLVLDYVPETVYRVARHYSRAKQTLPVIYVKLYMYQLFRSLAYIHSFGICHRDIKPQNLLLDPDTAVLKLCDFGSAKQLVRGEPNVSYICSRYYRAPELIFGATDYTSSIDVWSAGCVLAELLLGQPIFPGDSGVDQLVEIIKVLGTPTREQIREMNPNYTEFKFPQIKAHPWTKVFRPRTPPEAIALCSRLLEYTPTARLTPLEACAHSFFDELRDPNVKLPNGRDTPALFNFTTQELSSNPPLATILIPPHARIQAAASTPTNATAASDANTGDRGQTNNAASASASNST
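Assay system: GST-fused GSK3beta enzyme, cell-free / Medium: Tris pH 7.5 buffer with MgCl2, DTT, BSA, heparin / Also added: peptide substrate plus 25 µM ATP (final) / Compound: 10 µM single point / Timing: kinase reaction with compound 60 min at room temperature / Detection: ADP-Glo luminescence / Benchmarks: DMSO neutral wells and GW8510 at 20 µM as positive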
HSF-1 act: increases HSF-1 driven luciferase reporter signal; NIH3T3-HGL HSF-1 luciferase reporter, MG132, 8 h; 100% = twice DMSO control signal; activation, % at 9 µM; 1.7% of 300,000 active; AID 504408;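 active = mean replicate activation of at least 50% with a set share of replicates each reaching 50%; inconclusive = only one of those two conditions met; inactive = mean below 50% and too few replicates reaching it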;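 also: 0% = median of the neutral control wells and 100% = twice that signal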
Numbers without * were called inactive; u = inconclusive; x = not tested or not shown. Not a hit list. About 4.7% of those tested had a hit in this group.

SMILES	HSP90 inh	HSF1 inh	aSyn UTR inh	AI-2 QS mod	IEC-6 cytotox	KLF5 inh	GSK3B inh	GSK3A inh	HSF-1 act	HIF act
C=CCn1c(SCC(=O)NC(=O)c2cccc([N+](=O)[O-])c2)nnc1-c1ccccc1F	-6	-1	9	20	2	-31	-2	0	8	-0.1
COc1ccc(CNCc2c(F)cccc2F)cc1OC	-2	-6	14	9	-4	-48	3	2	-3	0.1
Cc1c(C(=O)NCc2ccco2)cccc1[N+](=O)[O-]	-2	2	3	26	4	1	0	0	11	0.3
COc1cc2nc(-c3ccc(Br)o3)oc(=O)c2cc1OC	-2	0	-1	9	3	-14	1	-4	4	-0.4
O=C(CSc1ncnc2scc(-c3ccccc3)c12)NC1CCS(=O)(=O)C1 (centres undefined)	1	-8	11	9	-7	9	-1	0	2	0.1
O=C(CSC1=Nc2ccccc2C2=NC(c3ccccc3)C(=O)N12)NC1CCCCC1 (centres undefined)	-3	15	-32	1	-2	5	4	-15	17	0.5
COc1ccc(/C=C/C(=O)N2CCN(S(=O)(=O)/C=C/c3ccccc3)CC2)cc1OC	-2	3	-3	26	5	-13	-2	0	11	-0.3
CCOC(=O)c1cnc2c(c(C3CC3)nn2C)c1N1CCOCC1	0	-2	2	19	-2	-3	-4	-2	6	0.2
CCOC(=O)N1CCN(C(=O)CCS(=O)(=O)c2ccc3c(c2)CC(C)N3C(=O)CC)CC1 (centres undefined)	-3	-5	-13	22	-1	7	0	1	2	-0.5
Cc1cc(OC(=O)c2ccccc2)n(CCC#N)n1	7	-2	10	7	8	-30	-1	-3	8	0.4
COc1ccc(-c2csc(N(CCCN(C)C)C(=O)c3ccc(F)cc3)n2)cc1	0	-1	-6	0	10	-4	4	1	9	-0.2
Cc1ccc(Cn2c(SC(C)C(N)=O)nc3ccccc3c2=O)cc1 (centres undefined)	4	10	28	4	-3	-32	3	0	7	-0.5
O=C(CSc1ccccn1)N/N=C/c1cc([N+](=O)[O-])ccc1O	1	-3	11	u	0	14	0	1	-7	1.7
CC(=O)C(Sc1nnnn1-c1ccc(O)cc1)c1ccccc1 (centres undefined)	-3	1	-10	9	-2	-18	2	-3	2	-0.9
Cc1ccc(C(=O)NC(=O)CSc2nncn2C)cc1	1	-3	19	x	1	-2	x	-3	6	0.8
CNC(=O)Nc1ccc(C2SCCS2)cc1	-1	8	-54	16	2	-27	-1	0	31	8.2
CCOC(=O)c1ccc(N2C(=O)CC(C3CCCO3)C2=O)cc1 (centres undefined)	4	-7	-7	24	5	5	-5	0	16	-0.4
Cc1ccc(C(C(=O)NCc2ccc(F)cc2)N(C(=O)c2csnn2)C2CC2)o1 (centres undefined)	-1	3	-10	15	3	-21	-1	-1	1	0.0
COc1ccc(Cl)cc1S(=O)(=O)N(C)CC(=O)NCc1ccc2c(c1)OCO2	3	0	-4	10	1	-9	-2	-2	-11	0.0
CC(=O)Nc1cc(NC(C)=O)cc(-c2nc3ccccc3[nH]2)c1	2	6	-5	14	0	-2	3	-1	-2	1.0
COc1ccc(OCc2cc(C(=O)N(C)CC3CCCCO3)no2)c(Cl)c1 (centres undefined)	-4	11	-71	6	-4	-75	0	-1	36	2.4
CCOc1ccc(Nc2cc(C)nc(N3CCOCC3)n2)cc1	-8	-2	-1	2	3	-12	1	-2	-9	0.4
COc1ccc(/C=N/NS(=O)(=O)c2ccc(NC(C)=O)cc2)cc1	5	0	18	-6	1	-1	-3	0	10	0.1
Cc1cc(C)cc(NS(=O)(=O)c2c(C(=O)N3CCOCC3)c(C)n(C)c2C)c1	-8	-4	0	7	2	-32	2	-2	-5	0.7
Cc1oc(-c2cccc(Br)c2)[n+]([O-])c1C	-3	-10	3	13	3	-41	0	-5	2	-0.2
CC(C)(C)C1(c2ccccc2)NC(=O)N(CC(=O)N2CCOCC2)C1=O (centres undefined)	4	-11	21	18	7	9	1	0	-20	-0.9
Cc1csc2nc(CSc3nc4ccccc4o3)c(Br)n12	0	93	-129	4	5	-73	4	-1	110*	1.7
O=C(O)c1cc(-c2ccc(Cl)cc2)n(-c2ccc(F)cc2)n1	1	0	0	-13	0	4	3	-7	11	-1.6
CCC(=O)Nc1cccc(C2=NOC3(C2)C[C@H](C(N)=O)N(C(=O)Cc2ccc([N+](=O)[O-])cc2)C3)c1 (some centres undefined)	x	-1	-6	12	x	x	1	-2	1	0.6
CCNC(=S)NNC(=O)c1cc(C)nc2ccccc12	1	1	27	17	10	-15	-2	-1	3	1.7
O=C(/C=C/c1ccc(Cl)cc1)N1CCOCC1	2	24	-76	32	4	-43	1	0	40	-8.5
CCC(C)(C)NC(=O)C(c1sccc1C)N(Cc1ccco1)C(=O)c1csnn1 (centres undefined)	-6	1	2	26	-9	-15	-2	-2	6	-0.4
COc1ccc(C2/C=C\CN(C(=O)Nc3ccccc3)CC(=O)N2Cc2ccc(F)cc2)cc1 (centres undefined)	x	-8	11	26	x	x	-3	-3	x	0.1
COc1ccccc1-c1cc(C(=O)N/N=C/c2ccc(C)s2)c2ccccc2n1	3	3	41	33	5	9	-1	4	13	1.3
CCN(CC(=O)Nc1c(F)cccc1F)C(=O)CCNS(=O)(=O)c1ccc(C)c(C)c1	x	-2	1	29	x	x	-21	0	-2	0.4
Cc1ccc(C)c(NS(=O)(=O)c2ccc3c(c2)NC(=O)CCS3)c1	-2	-3	15	23	7	-3	2	-1	-19	-0.4
O=C(NC(=S)NNC(=O)c1ccccc1O)c1cccs1	-1	-3	-38	16	-11	-4	5	-2	7	-0.4
CCOC(=O)c1sc(-c2ccccc2)cc1NC(=O)CSc1nnnn1C	-4	35	11	0	1	2	2	-2	48	-0.2
CCCCCCCc1c(O)nc(SCC(=O)O)[nH]c1=O	2	-2	9	24	3	-10	17	-3	5	-0.4
O=C(CSc1nnc(-c2cccnc2)o1)Nc1ccccc1F	x	14	-56	8	x	x	-2	-1	9	1.0
COc1cc2c(cc1OC)C(C)N(S(=O)(=O)c1ccc(Cl)nc1)CC2 (centres undefined)	2	12	-14	8	0	1	4	3	12	16*
O=C(Cc1ccccc1)NC(Nc1cccc2ccccc12)C(Cl)(Cl)Cl (centres undefined)	2	10	0	19	-3	-13	-2	-4	27	-0.5
CCn1cc(CN2CCC(C(=O)Nc3cccc(-c4cccc(F)c4)c3)CC2)cn1	1	7	4	-1	7	-5	1	0	0	0.3
CCOC(=O)c1ccc(NC(=O)CC2C(=O)N(c3cccc(OC)c3)C(=O)N2CCOC)cc1 (centres undefined)	0	-3	-12	-3	-1	-36	-23	-2	-3	-0.4
Cc1c(NC(=O)c2ccc3c4c(cccc24)CC3)c(=O)n(-c2ccccc2)n1C	5	1	-2	9	-1	-14	2	2	-19	-0.2
Cc1cc(NC(=O)c2ccc(Cl)cc2Cl)n(CCC#N)n1	-2	-18	-14	9	0	-23	2	1	-30	0.3
O=c1cc(-c2ccccc2)[nH]n1-c1ccc([N+](=O)[O-])cc1	-3	9	-59	48	-4	-34	-3	x	13	0.9
CCC(C)OC(=O)C1=C(C)OC23OC(N)=C(C#N)C12C(=O)c1ccccc13 (centres undefined)	2	15	-3	19	-2	-7	-10	3	15	-0.5
CCn1nc(C)c(CNC(=O)c2cc(COc3ccc(F)cc3Cl)on2)c1C	3	-1	-10	3	9	-7	2	-1	-7	-0.5
CC1(C)CC(=O)C=C(c2cccnc2)C1	x	8	12	12	x	x	1	-2	30	0.1

Carrying on:
SMILES	HSP90 inh	HSF1 inh	aSyn UTR inh	AI-2 QS mod	IEC-6 cytotox	KLF5 inh	GSK3B inh	GSK3A inh	HSF-1 act	HIF act
Cc1ccc(CNC(=O)Cc2nc3nc(C)cc(C)n3n2)cc1	-1	-1	-1	12	0	-34	-3	4	23	0.1
CC(C)COC(=O)c1ccccc1N1C(=O)C2C3CCC(C3)C2C1=O (centres undefined)	0	5	0	21	-2	-10	4	0	11	0.3
COc1ccc(C2=NOC(C(=O)NCc3ccccc3)C2)cc1 (centres undefined)	-1	-7	-16	4	27*	35	-8	0	-30	1.6
O=C(Nc1ccc(Oc2ccccc2)nc1)C1CCN(Cc2cccc(F)c2)CC1	2	3	13	28	-4	-14	3	-3	7	0.2
CCOC(=O)c1cc(=O)n2nc(-c3ccc(C)cc3)nc2s1	-2	3	-5	19	0	-11	0	-4	10	-0.4
CC1(C)NC(=O)N(CC(=O)OCC(=O)Nc2cc(S(=O)(=O)N3CCCCC3)ccc2Cl)C1=O	2	5	8	21	-2	-23	-2	0	-6	-0.4
O=C(Oc1ccc2c3c(c(=O)oc2c1)CCCC3)c1ccco1	1	-5	-8	12	3	-12	2	9	-23	-0.2
CCOC(=O)C(Sc1cc(-c2ccccc2)nc2ncnn12)C(C)=O (centres undefined)	6	-3	-19	-3	4	9	1	1	4	0.0
CC(O)c1ccc(Oc2cnccn2)cc1 (centres undefined)	2	5	12	20	1	1	0	-2	18	-0.1
CC1CN(c2nc3c(c(=O)n(C)c(=O)n3C)n2Cc2c(F)cccc2Cl)CC(C)O1 (centres undefined)	2	2	-11	21	3	-13	-3	4	26	-0.2
CCCCc1nnc(SCC(=O)Nc2nccs2)n1C	-2	10	-12	21	-2	-10	-3	13	11	4.5
O=C(CSc1ccc(Cl)cc1)N1CCC(c2nc3ccccc3s2)CC1	1	32	12	9	0	-19	-1	-4	16	-0.4
CCC(=O)Nc1ccc(C(=O)CSc2nc(N)cc(N)n2)cc1	-1	4	-12	15	2	-16	1	-2	8	-0.5
COc1ccc(NS(=O)(=O)Cc2ccccc2Cl)cn1	-2	-4	3	-19	-15	-1	1	-2	4	0.4
CC(NC(=O)c1cc(COc2cccc(C(F)(F)F)c2)on1)c1nccs1 (centres undefined)	0	-1	-62	u	-6	-128	2	0	27	4.1
Cc1ccc(NC(=O)c2ccccc2NC(=O)CCC(=O)O)cc1	-2	-6	-43	2	-8	-51	0	0	-4	1.2
CCN1CCN(C2CC(=O)NC2=O)CC1 (centres undefined)	-3	0	24	10	-9	-33	1	-1	3	-0.1
O=C(Cc1ccccc1)NCC(=O)Nc1ccccc1Br	0	5	-25	22	-8	-6	0	-4	-7	0.9
C(=N\Nc1nc(-c2ccccc2)cs1)/c1cccs1	4	14	-233	-6	7	-14	0	-9	24	-2.3
